# Assay outcomes (PubChem BioAssay)
# AmpC detergent: qHTS Inhibitors of AmpC Beta-Lactamase (assay with detergent) | AmpC hydrolysis of nitrocefin, absorbance 480 nm, 0.01% Triton | Potency, µM (titrated, usually from 114 µM), without a hit: at the top dose activity change, negative = inhibition, hits mostly inhibitors | hit rate 0.041% among 370,000 | AID 485294, 2010;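 note: potency is the fitted concentration of half-maximal effect; 0% = no-compound wells and -100% = no-enzyme wells; nearly all actives have a fitted effect of over 25% in size; some results filed as inactive show a strong effect at the top dose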
# Target sequence (P00811 whole entry, looked up): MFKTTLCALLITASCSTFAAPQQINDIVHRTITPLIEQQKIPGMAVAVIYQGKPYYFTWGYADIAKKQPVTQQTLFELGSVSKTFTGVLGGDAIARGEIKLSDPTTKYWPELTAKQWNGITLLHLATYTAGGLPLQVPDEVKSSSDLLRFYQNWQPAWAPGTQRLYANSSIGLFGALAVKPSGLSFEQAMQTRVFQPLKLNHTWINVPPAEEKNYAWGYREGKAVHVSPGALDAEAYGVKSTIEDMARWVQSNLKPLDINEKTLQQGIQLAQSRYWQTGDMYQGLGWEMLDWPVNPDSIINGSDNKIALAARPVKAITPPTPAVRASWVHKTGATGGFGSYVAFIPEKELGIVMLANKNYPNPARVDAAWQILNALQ
#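 AmpC (5.3 nM in the dispensed reagent) in 20 mM phosphate pH 7.0 with 0.01% (detergent screen) or 0.0001% Triton X-100 was preincubated with compounds for 15 min at room temperature. Nitrocefin was then added from an 800 uM solution, and hydrolysis was followed at 480 nm.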
# AmpC inh no detg: qHTS Inhibitors of AmpC Beta-Lactamase (assay without detergent) | hit rate 0.52% among 330,000 | Potency, µM (highest dose often 57.1 µM), for the others: top-dose activity change, negative = inhibition, actives largely listed as inhibitors | P00811 | AmpC nitrocefin hydrolysis, absorbance 480 nm, 0.0001% Triton;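 note: potency is the fitted concentration of half-maximal effect; plate controls were no compound for no effect and no enzyme for full effect; nearly all actives have a fitted effect of over 20% in size; some results filed as inactive show a strong effect at the top dose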
#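 AmpC (5.3 nM in the dispensed reagent) in 20 mM phosphate pH 7.0 with 0.01% (detergent screen) or 0.0001% Triton X-100 was preincubated with compounds for 15 min at room temperature. Nitrocefin was then added from an 800 uM solution, and hydrolysis was followed at 480 nm.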
# Giardia FBPA inh: qHTS Assay for Inhibitors of Fructose-1,6-bisphosphate Aldolase from Giardia Lamblia | A8B2U2 | purified Giardia FBPA | Potency, µM (highest dose often 59.6 µM), for inactives: at the highest dose activity, negative = inhibition, most hits filed as inhibitors | hit rate 0.71% among 290,000 | AID 2451, 2010; note: potency is the fitted concentration of half-maximal effect; nearly all actives have a fitted effect of over 55% in size
# Target sequence (A8B2U2 whole entry, looked up): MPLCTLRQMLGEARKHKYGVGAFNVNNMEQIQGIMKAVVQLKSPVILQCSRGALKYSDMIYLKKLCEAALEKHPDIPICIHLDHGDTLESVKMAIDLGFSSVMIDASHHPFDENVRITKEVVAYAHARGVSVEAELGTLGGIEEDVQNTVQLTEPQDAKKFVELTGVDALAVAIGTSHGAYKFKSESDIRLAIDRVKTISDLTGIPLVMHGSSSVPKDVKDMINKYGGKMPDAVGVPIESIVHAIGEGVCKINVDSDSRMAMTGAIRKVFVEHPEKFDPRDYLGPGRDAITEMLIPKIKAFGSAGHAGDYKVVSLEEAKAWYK
#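 40 nM FBPA preincubated 10 min at RT with compound (up to 57.5 uM final), then substrate plus GAPDH/TPI/NAD/arsenate coupling and diaphorase/resazurin added. Fluorescence read after 20 min at RT, 525/598 nm.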
# AMA1-RON2 inh: qHTS for Inhibitors of AMA1-RON; Towards Development of Antimalarial Drug Lead: Primary Screen; Plasmodium falciparum AMA1 (3D7) - RON2 peptide interaction; AlphaScreen AMA1-biotinylated RON2 peptide binding; Potency, µM (series often up to 58.2 µM), without a hit: at the top dose activity change, negative = inhibition, actives largely listed as inhibitors; hit rate 0.2% among 360,000;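 note: potency is the fitted concentration of half-maximal effect; 0% = vehicle wells and -100% = peptide control; nearly all actives have a fitted effect of over 45% in size; some results filed as inactive show a strong effect at the top dose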
#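 AMA1 (3D7) with his tag at 25 nM final met compounds first, then biotinylated RON2 peptide at 25 nM; detection used donor plus acceptor beads, 10 µg/mL apiece, read by AlphaScreen after 30 min at room temperature.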
# HCMV inh: qHTS Assay for inhibitors of the human cytomegalovirus (HCMV); HFF cells, HCMV-luciferase reporter, 72 h; stronger effect = lower value; activity change, negative = inhibition, % at 57.5 µM; hit rate 4.5% among 410,000; in the data active = activity change below about -60%; inconclusive = no clear call, values can overlap the other calls; inactive = above about -39%
#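 Inhibition of viral replication was scored as loss of reporter luminescence in HFFs infected with HCMV-luciferase (MOI 1 PFU/cell) for 72 h; compounds tested at 2 doses, normalized to buffer and Salinomycin controls.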
# Sm TGR inh: qHTS Assay for the Inhibitors of Schistosoma Mansoni Peroxiredoxins. purified TGR, DTNB reduction, TNB absorbance 405 nm. Potency, µM (doses to about 114 µM), for inactives: top-dose activity change, negative = inhibition, actives largely listed as inhibitors. hit rate 3% among 360,000. Schistosoma mansoni thioredoxin glutathione reductase (TGR), Q962Y6; note: potency is the fitted concentration of half-maximal effect; nearly all actives have a fitted effect of over 60% in size
#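 TGR 20 nM + NADPH 100 uM (dispensed conc.), cpd preinc 15 min RT; start with NADPH (500 uM addition) then DTNB (15 mM addition). Kinetic TNB absorbance, 405 nm filter. Four-parameter Hill fit across titration.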
# * hit, by the source's call; ? = inconclusive; . = not tested or not shown; [ ] = dose if it differs, or a comment. Unless noted, calls come from the whole dose curve; as a rule, active = well fitted curve in the direction sought with a large enough effect; inconclusive = small, poorly fitted or top-dose-only effect, or another doubt; inactive = no such curve, though single readings can be large; an effect the other way counts as inactive or inconclusive. Unless noted, % is set by controls: 0 for no effect and ±100 for the full control effect. Outcome played no part in choosing rows, and some 7.8% of all compounds hit somewhere here.
molecule	HCMV inh	Giardia FBPA inh	AmpC detergent	AmpC inh no detg	Sm TGR inh	AMA1-RON2 inh
CSCCC(NC(=O)COc1ccccc1)C(=O)OCC(=O)c1cc2ccccc2o1 (stereo not drawn)	96.8	0.1%	-1.0%	-19.0%	-19.2%	2.3%
Cc1[nH]c2ccccc2c1SCCNC(=O)c1ccc(Br)o1	-34.3	-0.6%	-2.0%	-23.3%	-20.6%	-6.1%
CC1(C)CC(=O)C=C(Nc2ccc(F)cc2F)C1	4.1	0.0%	4.5%	-2.0%	9.7%[11.4 µM]	12.6%
Cc1ccccc1C(=O)N/C(=C/c1ccc(-c2cccnc2Cl)o1)C(=O)NCCCN1CCN(C)CC1	8.4	-0.7%	1.3%	40.0%[activator]	8.2%	28.8%
O=C(NNS(=O)(=O)c1ccccc1)c1ccncc1	-17.0	-8.9%	5.3%	-2.0%	-9.5%	28.1%
COc1ccc(/C=C2\SC(=O)N(CC(=O)NNC(=O)c3ccccc3O)C2=O)cc1OC	-20.3	-3.0%	-14.3%	-23.2%	1.0%	-6.0%[2.32 µM]
COc1ccc2[nH]cc(CCNS(=O)(=O)c3ccc(NC(C)=O)cc3)c2c1	-30.7	-0.8%	-9.2%	-23.6%	1.9%	-20.9%
N/C(=N\OC(=O)Cc1ccc([N+](=O)[O-])cc1)c1cccc(Br)c1	-17.7	-13.5%	-5.1%	-58.0%	-6.7%	?
CS(=O)(=O)N(CC(=O)NCCC1=CCCCC1)c1cccc([N+](=O)[O-])c1	-4.0	-0.8%	3.4%	23.5%	.	-0.6%
Cc1cccc(NS(=O)(=O)c2cc(C(=O)N3CCc4ccccc4C3)ccc2Cl)c1C	-8.7	-0.6%	2.0%	-17.7%	3.0%	-12.5%
O=C(N=C1SC2CS(=O)(=O)CC2N1Cc1ccc(F)cc1)C1CCCO1 (stereo not drawn)	-20.0	0.9%	4.4%	-13.5%	-6.2%	15.4%
COc1ccc(NC2CCCN(C(=O)CCOc3ccccc3)C2)cc1 (stereo not drawn)	-25.6	-19.6%	-0.6%	39.9%	11.2%	-10.9%
CSCCC1C(C#N)=C(N)Oc2n[nH]c(-c3cccs3)c21 (stereo not drawn)	11.4	-26.3%	-1.3%	-36.6%	12.6µM*	-9.3%
COC(=O)Cc1c(C)c2ccc(OCC(C)=O)c(C)c2oc1=O	39.2	2.1%	-1.6%	-18.5%	-20.0%	-6.8%
Cc1nn(CCO)c2c1C(=O)CCC2	33.8	-14.3%	1.6%	-7.6%	5.9%	5.4%

# Profiles from above. Values in the order: HCMV inh, Giardia FBPA inh, AmpC detergent, AmpC inh no detg, Sm TGR inh, AMA1-RON2 inh
# `COc1ccc(NC2CCCN(C(=O)CCOc3ccccc3)C2)cc1` (stereo not drawn) as listed: -25.6, -19.6%, -0.6%, 39.9%, 11.2%, -10.9%
# `COc1ccc(/C=C2\SC(=O)N(CC(=O)NNC(=O)c3ccccc3O)C2=O)cc1OC` as listed: -20.3, -3.0%, -14.3%, -23.2%, 1.0%, -6.0%[2.32 µM]
# `Cc1nn(CCO)c2c1C(=O)CCC2` as listed: 33.8, -14.3%, 1.6%, -7.6%, 5.9%, 5.4%

# The list continues.
molecule	HCMV inh	Giardia FBPA inh	AmpC detergent	AmpC inh no detg	Sm TGR inh	AMA1-RON2 inh
COc1cc2c(cc1OC)CN(C(=O)CSc1nnc(C)s1)CC2	-30.2	-16.7%	1.7%	1.1%	-6.7%	3.8%
O=C(NC1CCCCC1)C(c1ccc(F)cc1)N(Cc1ccccc1)C(=O)CN1C(=O)c2ccccc2S1(=O)=O (stereo not drawn)	20.0	4.4%	-13.4%	-19.2%	5.3%	-5.3%
CC(C)Oc1ccc(C(=O)Nc2ccc(Cl)c(S(=O)(=O)Nc3ccc(Cl)cc3)c2)cc1	-21.5	-10.1%	-6.9%	?	-3.9%	-2.9%
COc1ccc(-c2nc(CS(=O)CC(=O)NC3CCC(C)CC3)c(C)o2)cc1OC (stereo not drawn)	14.3	.	3.0%	131.0%[activator]	35.5µM*	-9.8%
COc1cc2c(cc1O)C[C@H]1c3c(cc(O)c(OC)c3-2)CCN1C	60.0	-22.1%[21.7 µM]	-14.7%	-25.4%	-6.4%	-27.3%
COc1ccc(C(=O)N(NC(=O)Oc2ccccc2)C(C)(C)C)cc1	-4.7	1.5%	-1.0%	-22.3%	-3.0%	-4.0%
COc1cc2c(cc1OC)CN(CC(=O)Nc1ccc3c(c1)OC(F)(F)O3)CC2	-31.2	0.6%	?	96.3%[activator]	-21.1%	-11.0%
C=CCNc1nc2c(c(=O)[nH]c(=O)n2C)n1CC(O)COc1ccc2ccccc2c1 (stereo not drawn)	-17.5	-8.5%	-10.5%	19.0%	0.0%	-21.8%
CC(C)Cn1c(=O)c(C(=O)NCc2ccc3c(c2)OCO3)c(O)c2ccccc21	21.7	3.6%	-6.5%	-17.9%	-3.2%	119.8%[activator]
Cc1cc(C(C)(C)C)c(OC(=O)[C@@H]2OC(c3ccccc3)=C[C@H]2c2ccccc2)c(C(C)(C)C)c1	-28.3	.	7.8%	-33.6%	-12.5%	0.5%
COc1cc(/C=C/C(C)=O)cc(OC)c1OC	.	-1.2%	.	.	-16.0%	-9.5%
C#CC[N+]1(C)[C@@H]2CC(OC(=O)C(CO)c3ccccc3)C[C@H]1C(O)C2 (stereo partly drawn)	6.0	0.6%	-6.1%	-13.3%	-9.8%	0.0%
O=C(CCNS(=O)(=O)c1cccc2nonc12)N1CCN(c2cccc(Cl)c2)CC1	-34.4	0.0%	3.9%	13.7%	5.8%	20.0%
CC(C)(C)c1cc(NS(=O)(=O)c2ccc3c(c2)OCCO3)on1	49.4	8.1%	?	-2.6%	-3.4%	6.3%
Cc1cccc(NC(=O)N2CC=C(c3c[nH]c4ccccc34)CC2)c1C	0.0	.	-9.3%	.	-29.4%	.
Cc1c(C(=O)Oc2cccc3ccccc23)cnn1-c1ccccc1	-11.0	-10.1%	-7.7%	-36.5%	-3.9%	21.3%
CCOc1ccc(CCNC(=O)c2ccc3c(c2)nc2n3CCOC2)cc1OCC	6.0	.	16.5%	.	9.7%	.
CC(C(=O)NC(c1ccccc1)c1ccccc1)N1CCOCC1 (stereo not drawn)	3.0	-4.7%	-1.2%	-15.7%	-4.4%	-7.6%
O=C(NCc1n[nH]c(=S)n1-c1cccc(C(F)(F)F)c1)c1ccc(S(=O)(=O)N2CCCCC2)cc1	4.1	9.9%	-9.1%	-10.8%	0.5%	69.6%[activator]
O=C(Nc1cccc(F)c1)N1CC=C(n2c(=O)[nH]c3ccccc32)CC1	-11.3	-3.4%	-0.8%	-4.2%	-4.5%	3.8%
CCOC(=O)c1cc(-c2ccc(OC)cc2)n(CCC(=O)NCCN2CCC(C)CC2)c1C	-34.0	-1.2%	-3.1%	122.6%[activator]	-0.9%	-8.2%
CC(C)Cn1c(=S)[nH]c2ccccc2c1=O	9.1	-8.7%	?	-31.3%	-0.9%	93.6%[activator]
Cc1cc(Cl)c2oc(C(=O)N(C)CCCCN3CCOCC3)c(C)c2c1	68.5	3.2%	0.4%	157.6%[activator]	-4.3%	9.8%
Cc1cc(C)c(NC(=O)c2cc(S(=O)(=O)NCCC3=CCCCC3)ccc2F)c(C)c1	-32.7	.	-3.2%	.	0.4%	.
O=Cc1cnc(N2CCN(Cc3ccccc3)CC2)s1	-63.5*	-2.6%	-2.6%	7.6%	28.5%	-1.6%
CCOC1(c2ccccc2)OC(=O)c2ccccc21 (stereo not drawn)	?	1.9%	3.3%	-10.5%	0.3%	1.8%
CC(CO)N1CCS(=O)(=O)CC1 (stereo not drawn)	33.1	0.3%	0.9%	-3.2%	-8.0%	10.1%
CCOc1ccc(NC(=O)CN2CCN(CC(=O)Nc3ccc4c(c3)OCCO4)CC2)cc1	26.9	-0.6%	0.0%	-8.9%	0.0%	-6.5%
Cc1ccc(C)c(Oc2cc(NN3CCCCC3)c([N+](=O)[O-])cc2[N+](=O)[O-])c1	13.5	4.4%	?	-21.8%	6.6%	-9.6%
Cc1cc(N2CCN(C(=O)c3ccco3)CC2)n2nc(C)c(-c3ccc(Cl)cc3)c2n1	.	-14.9%	?	-22.5%	-2.0%	.
COc1ccc(C)cc1NC(=O)CCS(=O)(=O)c1cccc2nonc12	9.4	-0.4%	-14.2%	-12.3%	-16.8%	3.5%
CCOC(=O)c1ccc(S(=O)(=O)N2CCN(c3ccccn3)CC2)cc1	19.1	3.3%	-10.4%	-1.5%	-1.4%	-4.0%
CCCC12CN3CC(C)(CN(C1)C3c1cn(CC)c3ccccc13)C2=O (stereo not drawn)	10.0	.	18.4%	.	0.2%	.
COc1ccc(C(=O)/C=C/c2ccc(OCc3ccccc3)cc2)cc1CSCC(=O)O	-19.4	.	4.3%	-6.0%	5.4%	-7.5%
O=C(/C=C/c1cccc(Cl)c1)NCc1ccncc1	-3.2	4.8%	-3.1%	-12.3%	6.2%	-2.3%
Cc1ccc(C)c2[nH]c(=O)c(CN(Cc3cccnc3)C(=S)NCc3ccco3)cc12	-36.1	0.5%	-2.7%	65.9%[activator]	?	-2.2%
Cc1cc(/C=N/NC(=O)c2ccccn2)c(C)n1-c1cccc([N+](=O)[O-])c1	-26.0	-21.5%	2.4%	-1.6%	-0.8%	12.0%
COc1cccc(NC(=O)CN(C)C(=O)Cc2ccc3c(c2)OCCO3)c1	-12.1	.	?	87.9%[activator]	-2.9%	21.0%
CCOc1ccc(C2=NC(c3ccncc3)=Nc3ccc(C)cc3N2)cc1OCC	-13.1	.	19.7%	.	6.8%	.
Cc1ccc(NC2Sc3ccccc3NC2=O)cc1 (stereo not drawn)	42.3	-22.5%	-8.7%	-27.0%[11.4 µM]	-24.2%	-2.5%
CC(C)c1nc2sc3c(=O)n(N)cnc3c2c2c1COC(C)(C)C2	7.3	2.2%	?	-14.2%	2.7%	14.2%[11.6 µM]
CC(=O)Oc1ccc(C(=O)[C@H]2[C@H]3C(=O)N(c4ccc(C)cc4)C(=O)[C@H]3[C@@H]3C=CC=NN32)cc1	144.5	?	-9.4%	145.5%[activator]	?	7.1%
CCCCCCCNC(=O)CN1N=C(c2ccc(C)cc2)CCC1=O	3.0	3.0%	-9.9%	111.2%[activator]	1.9%	-5.2%
COc1ccc(/C=N/NC(=O)c2cc(C)n(-c3ccccc3)c2C)cc1OC	?	4.1%	10.0%	-11.2%	20.5%	-4.1%
